Screening results as filed in PubChem.
LDHA block: qHTS assay for inhibitors of human lactate dehydrogenase; L-lactate dehydrogenase A chain (Homo sapiens), P00338; purified LDHA, NADH/diaphorase-resazurin fluorescence; stronger effect = lower value; activity change, % (values are at about 110 or 230 µM); 480,000 tested, 0.15% active; AID 1347041, 2019; in the data active means activity change below about -30%; inconclusive means mostly about -25% to -30%;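 further: plate controls were DMSO wells for no effect and wells without enzyme for full effect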
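Enzyme activity of human lactate dehydrogenase 5 (2 nM; 0.06 mM NADH, 0.2 mM pyruvate, 5 min, RT) is measured via a resazurin/diaphorase fluorescence readout of residual NADH.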
Active calls of the source: *; ? = inconclusive. A portion of the library (hit frequency here may not be typical).

Molecule,LDHA block
Cc1ccccc1-c1cc(C(=O)O)c2ccccc2n1,5
Cc1ccc(C(=O)c2cc3c(cc2C#N)OCCO3)cc1,0
CC(=O)N(C)c1ccc(NC(=O)/C(C)=C\c2ccccc2)cc1,20
CCOc1ccccc1CNC(=O)CC(C)n1nc(C)cc1C (stereo not drawn),-7
O=C(O)/C=C/c1cccc(I)c1,1
COc1ccc(C2Cc3ccccc3C(=O)N2Cc2ccccc2)cc1COc1ccc(NC(C)=O)cc1 (stereo not drawn),5
COCCCNC(=O)C[C@@H]1C[C@@]2(C(=O)OC)CCCCC=C2N(Cc2ccc3c(c2)OCO3)C1=O,3
CC(C(N)=O)N(C)Cc1ccc(C(=O)NCC(F)(F)F)cc1 (stereo not drawn),3
Cc1cc(Cl)ccc1OC(C)C(=O)Oc1ccc(-c2ccc(C#N)cc2)cc1 (stereo not drawn),9
CC(OC(=O)c1cc2ccccc2[nH]1)C(=O)NC1CC1 (stereo not drawn),?
O=C(OCc1ncc(-c2ccc(Cl)cc2)o1)c1c(F)cccc1F,-3
COc1cc(NC(=O)CSc2nc(Cl)nc3nc[nH]c23)cc(OC)c1,1
CCCN1CNc2c(c(=O)[nH]c(=S)n2CCc2ccccc2OC)C1,-4
C=CCOc1ccc(C(=O)Nc2ccc(C)cc2C)cc1,-5
COc1cc(C(=O)N2CCC(N3CCCCC3)CC2)cc(OC)c1C,3
O=C(CN1CSCC1=O)NC(c1ccc(F)cc1)C1CCCC1 (stereo not drawn),0
O=c1oc2ccc(Cl)cc2cc1-c1csc(Nc2ccccc2)n1,-3
Cc1nc(NC(=O)COc2cccc3ccccc23)sc1C,8
COc1ccc(C(=O)OCc2cc(=O)n3oc(C)cc3n2)cc1NC(=O)C(C)(C)C,2
CCC(C)(C(=O)NC1CCCCC1)N(Cc1cccs1)C(=O)CNC(=O)c1ccccc1 (stereo not drawn),-4
O=C(Nc1ccccc1OCC(F)(F)F)C1CCN(c2nc3ccccc3o2)CC1,-5
CCC(Oc1ccccc1Cl)C(=O)O (stereo not drawn),-3
COc1ccc(Cl)cc1NC(=O)c1cc(=O)c2ccccc2o1,-4
CN(C)c1cccc(C(=O)Oc2ccc(C#N)cc2)c1,1
COc1ccc(CCNC(=O)c2cc3ccccc3oc2=O)cc1OC,6
Cc1nc(N)sc1C,7
COc1cc(NC(=O)C(Cc2ccccc2)n2c(=O)[nH]c3ccccc3c2=O)cc(OC)c1 (stereo not drawn),12
COc1ccc(S(=O)(=O)Nc2cc(C)cc(C)c2)c2cccnc12,-21
Cc1cc(N2CCCCCC2)n2nc(-c3ccccc3)c(C)c2n1,5
CC(=O)c1cccc(NC(=O)c2cc(C3CC3)nc3ccccc23)c1,-1
CCNC(=O)NC(=O)CSc1nnc(-c2ccccc2)c(-c2ccccc2)n1,-9
CCC(C)NC(=O)c1ccccc1NS(=O)(=O)c1ccc(F)c(C(=O)O)c1 (stereo not drawn),0
O=C1NC[C@H](CC2CCCCC2)N(CCC23CC4CC(CC(C4)C2)C3)C1=O,-3
CCOc1ccc(NS(=O)(=O)c2ccc(C(=O)NC3CCN(CC)CC3)cc2)cc1,4
O=c1c2ccsc2ncn1Cc1coc(-c2cccc(Cl)c2)n1,0
Cc1ccc(NC(=O)Nc2ccc3nc(N4CCOCC4)cc(C)c3c2)cc1,2
COC(=O)C1=C(C)C(C(C)=O)(C(=O)OC)NC(C)=C1c1ccccc1Cl (stereo not drawn),12
CCCNC(=O)NC(=O)CNc1cccc(C)c1C(=O)OC,15
O/N=C1\CCCCC1C1=CCCCC1 (stereo not drawn),-1
COc1ccc(CNC(=O)c2cccc(OC)c2)cc1,1
CN(Cc1cccs1)C(=O)c1cccc(C#N)c1,3
Cc1[nH]c2ccc(F)cc2c1CCN(Cc1ccncc1)C(=S)NC(C)(C)C,1
O=C(Nc1cccc(O)c1)c1cc(-c2ccco2)nc2ccccc12,16
CCCc1cc(=O)[nH]c(SCC(=O)NC2CCCC2)n1,1
CC(C)CCNCCCCCN,0
COC(=O)[C@@]12C[C@@H](CC(=O)N3CCCCC3)C(=O)N(Cc3ccco3)C1=CCC(C)(C)C2,1
CCCCn1nc(C(=O)Nc2ccc3c(c2)CCC3)c2ccccc2c1=O,8
O=C(Nc1cccc2ccccc12)c1cccn2c(-c3ccccc3F)nnc12,5
COc1cccc(C(=O)/C(=C/c2ccco2)c2nc3ccccc3o2)c1,-8
O=C(Cc1ccc(-c2ccccc2)cc1)Oc1ccc(Cl)c2ccccc12,14
O=[N+]([O-])c1ccc(NC(c2ccccc2)c2ccccc2)cc1,-2
O=C(O)CCOc1ccccc1-c1ccccc1,-3
C=CCC1(Nc2c(CC)cccc2CC)CCCCC1,5
O=C(NCc1ccc(C(=O)N2CCCCC2)cc1)c1cc(=O)[nH]c2ccccc12,4
OC(CNC/C=C/c1ccccc1)c1ccccc1 (stereo not drawn),-4
CC1(C)CC(Cc2ccc(C(F)(F)F)cn2)N(C(=O)OC(C)(C)C)C1 (stereo not drawn),1
CCOc1ccc(C(C)NC(=O)c2ccc(NS(=O)(=O)c3ccc(F)cc3)cc2)cc1OCC (stereo not drawn),-1
CCOc1ccc(NC(=O)Cn2c(Nc3ccc(F)c(C)c3)nc(C)cc2=O)cc1,2
OC12CC3CC(C1)CC(NCc1ccco1)(C3)C2,-6
Cc1ccccc1OC(=O)c1ccc(-c2ccccc2)cc1,10

Later entries:
compound,LDHA block
CCN(C(=O)c1cc2cc(Br)ccc2oc1=O)C1CCCCC1,1
CS(=O)(=O)N1N=C(c2ccccc2)CC1c1ccco1 (stereo not drawn),4
Cc1cc2oc(=O)cc(CN3CCN(CC(=O)N4CCCCC4C)CC3)c2cc1C (stereo not drawn),-2
CSc1cccc(NC(=O)/C(=C/c2ccccc2Cl)c2ccccc2)c1,10
COCCn1c(C)cc(C(=O)C(=O)Nc2nnc(COc3cc(C)cc(C)c3)s2)c1C,13
COC(=O)C1=C(N)Oc2cc(C)n(Cc3ccc4c(c3)OCO4)c(=O)c2C1c1ccccc1F (stereo not drawn),-2
CC1CCN(Cc2cc(=O)oc3cc(-c4ccccc4)c(O)cc23)CC1,-2
CN(Cc1ccc(Cl)c(Cl)c1)C(C(=O)NCc1ccccc1)c1ccc(C(F)(F)F)cc1 (stereo not drawn),5
CCSc1nc2c(c(=O)[nH]c(=O)n2C)n1Cc1ccccc1Cl,1
O=C(CSc1nc2ccccc2c(=O)[nH]1)NC1CCCCC1,8
CC(=O)c1c(C)[nH]c(C(=O)Cn2cnc3cc(F)ccc3c2=O)c1C,-9
Cn1cnnc1C1CCCN(S(=O)(=O)N2CCCCCC2)C1 (stereo not drawn),-12

Quoted at random: 6 compounds from above.
compound,LDHA block
COC(=O)C1=C(N)Oc2cc(C)n(Cc3ccc4c(c3)OCO4)c(=O)c2C1c1ccccc1F (stereo not drawn),-2
COCCn1c(C)cc(C(=O)C(=O)Nc2nnc(COc3cc(C)cc(C)c3)s2)c1C,13
CS(=O)(=O)N1N=C(c2ccccc2)CC1c1ccco1 (stereo not drawn),4
O=C(CSc1nc2ccccc2c(=O)[nH]1)NC1CCCCC1,8
CN(Cc1ccc(Cl)c(Cl)c1)C(C(=O)NCc1ccccc1)c1ccc(C(F)(F)F)cc1 (stereo not drawn),5
Cn1cnnc1C1CCCN(S(=O)(=O)N2CCCCCC2)C1 (stereo not drawn),-12

The list goes on:
compound,LDHA block
Cc1ccc(C(=O)CC(=O)c2ccc(C)c(C)c2)cc1C,-6
CNCC12CC3CC(CC(C3)C1)C2,-4
COc1ccc(CCNC(=O)CSc2nc(-c3ccc(Cl)cc3)nc3cc(=O)[nH]n23)cc1OC,3
CCOCCCNC(=O)c1cc2cc(Cl)ccc2nc1C,-8
COc1cc2nc(N3CCCN(C)CC3)nc(N)c2cc1OC,10
Cc1cc(SCC(=O)NC(N)=O)nc2ccccc12,-3
CCCCCCCn1c(SC(CC)C(=O)OCC)nc2c1c(=O)[nH]c(=O)n2C (stereo not drawn),10
O=C(Cc1ccc(Br)cc1)Nc1ccccc1C(=O)O,8
Cc1ccc2nc(C)c(C(=O)NCC(F)(F)F)cc2c1,-14
CCc1ccc(N2C=C(C(=O)OC)C(c3ccccc3F)C(C#N)=C2N)cc1 (stereo not drawn),-3
COc1ccc(-n2cnc3cc(C(=O)N4CCSCC4)ccc3c2=O)cc1Cl,-4
CN(Cc1cccs1)C(=O)C1CCC1,-2
CCNc1c(NC(=O)Nc2ccc(OCC)cc2)c(=O)oc2ccccc12,-7
C=CCN1C(=O)COc2ccc(NC(=O)c3cc(=O)c4ccc(C)c(C)c4o3)cc21,11
CC1CCCC(NC(=S)c2ccc(C(C)(C)C)cc2)C1C (stereo not drawn),-4
CC(C)CCn1nc(C(=O)Nc2ccccc2C(C)(C)C)c2ccccc2c1=O,11
CCCCNC(=O)c1nc(-c2cccs2)oc1-c1ccc(Cl)cc1,0
COC(=O)c1ccc(C)c(NS(=O)(=O)c2ccc3ccccc3c2)c1,0
CCCc1ccc(NC(=O)CC2(C(=O)O)CCCC2)cc1,-9
O=c1[nH]c2ccccc2c(-c2ccccc2)c1Sc1nc2ccccc2o1,4
N#CCCN1CCN(C(C(=O)O)c2cn(CCC(=O)O)c3cc(Br)ccc23)CC1 (stereo not drawn),-1
COc1cccc(Nc2nc(-c3cc4cc(Cl)ccc4oc3=O)cs2)c1,7
N=c1c2c(ccn1Cc1ccccc1)Oc1ccc3ccccc3c1C2c1ccccc1 (stereo not drawn),-15
COc1cc(Cl)ccc1S(=O)(=O)N1CCC(C(N)=O)CC1,-3

Some of the entries so far, as labelled records:
compound: CCCc1ccc(NC(=O)CC2(C(=O)O)CCCC2)cc1
  LDHA block = -9

compound: O=c1[nH]c2ccccc2c(-c2ccccc2)c1Sc1nc2ccccc2o1
  LDHA block = 4

compound: N#CCCN1CCN(C(C(=O)O)c2cn(CCC(=O)O)c3cc(Br)ccc23)CC1 (stereo not drawn)
  LDHA block = -1

compound: COc1cccc(Nc2nc(-c3cc4cc(Cl)ccc4oc3=O)cs2)c1
  LDHA block = 7

(list continues)
compound,LDHA block
CCOc1cc(/C=N/O)c(Br)cc1OCC(N)=O,5
COc1ccc(OC)c(C2CCCN2Cc2nc(-c3ccccc3Cl)no2)c1 (stereo not drawn),7
CCCOC(=O)c1ccc(Oc2c(C)oc3cc(OC(=O)C(C)C)ccc3c2=O)cc1,4
CCN(CC)C1=NC(C(F)(F)F)(C(F)(F)F)N=C(c2cccc(OC)c2)O1,0
Fc1ccc(OCc2nnc(-c3ccccc3)o2)cc1F,7
COc1cc(C)ccc1OCc1nnc(SC(C)C(=O)Nc2ccc3c(c2)OCO3)n1C (stereo not drawn),-4
Cc1cc(C)c2oc(=O)cc(CN(C)CCO)c2c1,12
COc1ccccc1CNC(=O)c1nc(-c2ccccc2)oc1C,-15
CCN(C(=O)C(C)S(=O)(=O)Cc1ccc(F)cc1Cl)c1ccccc1 (stereo not drawn),-11
Cc1cc(N2CCOCC2)nc(Nc2ccc(NC(=O)CCc3ccccc3)cc2)n1,0
CCn1c(SCc2ncc(-c3ccccc3)o2)nnc1-c1ccccc1,6
Cc1cccc(NC(=O)CNC(=O)CCc2ncc(-c3ccccc3F)o2)c1C,-2
Cc1nc(-c2cccc(N3CC(C(=O)NC4CCCC4)CC3=O)c2)no1 (stereo not drawn),6
OCC1OC(c2ccc(O)cc2O)C(O)C1O (stereo not drawn),-3
Cc1nc2nc(CC(=O)Nc3ccccc3F)nn2c(C)c1Cc1ccc(Cl)cc1,5
CCC1c2ccsc2CCN1C(=O)COc1ccc2ccc(=O)oc2c1 (stereo not drawn),-11
CC(C)(C)C1CCC(C(=O)OCC(=O)c2ccc(Cl)c(Cl)c2)CC1 (stereo not drawn),8
COCCCNc1nc2c(c(=O)n(C)c(=O)n2C)n1Cc1ccc(Cl)cc1,-4
O=C(OCC(=O)c1c[nH]c2ccccc12)c1cc2ccccc2s1,-4
CC(C)c1ccc(S(=O)(=O)c2nnn3c2nc(N2CCC4(CC2)OCCO4)c2sccc23)cc1,1
CN(CCc1noc(COc2cccc(F)c2)n1)C(=O)c1ccccc1C(F)(F)F,4
C=C(COC(C)=O)C1Cc2c(ccc3c2OC2COc4cc(OC)c(OC)cc4C2C3=O)O1 (stereo not drawn),12
Clc1ccc(C2CC(c3ccc(Br)cc3)=NO2)cc1 (stereo not drawn),13
O=C1CCc2cc(S(=O)(=O)Nc3cccc(F)c3)ccc2N1,1

Three structures already listed, sorted by number of heavy atoms, smallest number first:
compound,LDHA block
OCC1OC(c2ccc(O)cc2O)C(O)C1O (stereo not drawn),-3
Cc1nc(-c2cccc(N3CC(C(=O)NC4CCCC4)CC3=O)c2)no1 (stereo not drawn),6
CC(C)c1ccc(S(=O)(=O)c2nnn3c2nc(N2CCC4(CC2)OCCO4)c2sccc23)cc1,1

Later entries
compound,LDHA block
O=S(=O)(NC(c1ccccc1)c1cccs1)c1cccnc1 (stereo not drawn),11
COc1cc(OC)cc(-c2nn3c(CN4CCCCC4)nnc3s2)c1,9
CCC(C)NC(=O)Cc1ccc(S(=O)(=O)N2CCCCC2)cc1 (stereo not drawn),-13
Brc1ccc(CSc2c[nH]c3ccccc23)cc1,10
Cc1oc(-c2ccccc2)nc1C(=O)Nc1ccccc1Cc1ccccc1,8
COc1ccccc1-c1nc(C#N)c(NCCN2CCOCC2)o1,1
O=C(c1ccccc1F)N(Cc1ccc2[nH]ccc2c1)C1CC1,4
O=C(NCC1(c2ccccc2)CCC1)c1n[nH]c(=O)c2ccccc12,7
O=C1NC2(CCN(C(=O)NC3CCCC3)CC2)Oc2ccccc21,-10
CCCCN(CCCC)C(=O)Cn1cnc2c1c(=O)n(C)c(=O)n2C,-17
CC(C)CNc1nc(-c2ccc(S(=O)(=O)N3CCOCC3)cc2)cs1,2
COC(=O)c1ccc(C2C(C(=O)OC)C(=O)CC(C)(O)C2C(=O)OC)cc1 (stereo not drawn),11
